# Bioassay records deposited in PubChem BioAssay by NCI.
# NCI-60 one-dose screen, 48 h, at 10 µM unless noted. Numbers give growth in % (100 = growth as untreated, 0 = no growth, -100 = all killed).
# SN12C = SN12C renal cancer cells; 81,000 tested, 3.8% active
# SF-295 = SF-295 CNS cancer cells; 79,000 tested, 5.6% active
# TK-10 = TK-10 renal cancer cells; 81,000 tested, 3.9% active
# U251 = U251 CNS tumor cells. 80,000 tested, 5.4% active
# SF-268 = SF-268 CNS cancer cells; 82,000 tested, 3.1% active
# 786-0 = 786-0 renal cancer cells | 81,000 tested, 5.1% active
# UO-31 = UO-31 renal cancer; AID 1794768; 81,000 tested, 5.2% active
# CAKI-1 = CAKI-1 renal cancer | 75,000 tested, 4.7% active | AID 1794772
# The depositor's hits bear a star; x = no result given; & = joins results of further samples; [ ] = remark or other dose. Rule for the calls: active = growth percent below 10; inactive = the rest.
(1) CCCCC/C=C/CCC(=O)N[C@H]1[C@H](Oc2c3cc4cc2Oc2ccc(cc2Cl)[C@@H](O[C@@H]2O[C@H](CO)[C@@H](O)[C@H](O)[C@H]2NC(C)=O)[C@@H]2NC(=O)[C@H](NC(=O)[C@@H]4NC(=O)[C@H]4NC(=O)[C@@H](Cc5ccc(c(Cl)c5)O3)NC(=O)[C@@H](N)c3ccc(O)c(c3)Oc3cc(O)cc4c3)c3ccc(O)c(c3)-c3c(O[C@H]4O[C@H](CO)[C@@H](O)[C@H](O)[C@@H]4O)cc(O)cc3[C@H](C(=O)O)NC2=O)O[C@H](CO)[C@H](O)[C@@H]1O
(2) O=C1NC(=S)S/C1=C/c1ccc(/C=C2/SC(=S)NC2=O)cc1
(3) CNc1ccccc1C#N
(4) ClC1[C@H](c2c[nH]c3ccccc23)c2c([nH]c3ccccc23)[C@H]1c1c[nH]c2ccccc12 (stereo not given in full)
(5) CCCCN(CCCC)CCC(O)c1cc2ccc(C(F)(F)F)cc2c2cc(C(F)(F)F)ccc12 (stereo not given)
(6) CCCSc1ccc2nc(NC(=O)OC)[nH]c2c1

compound no.	1	2	3	4	5	6
U251	96	100	102	77	45	14
786-0	101	101	117	71	42	31
TK-10	112	106	118	97	74	40
SF-295	95	101	101	91	x	-2.4*
UO-31	82	82	98	65	20	45
SF-268	98	102	103	74	63	45
SN12C	95	97	101	91	47	41
CAKI-1	84	95	101	81	39	55

(7) CN1CCc2c(sc3ncnc(N/N=C/c4ccc(Cl)c(Cl)c4)c23)C1
(8) Cc1[nH]n(-c2ccccc2)c(=O)c1N=Nc1cccc2c1C(=O)c1ccccc1C2=O
(9) CC(=O)NS(=O)(=O)c1ccc(N)cc1
(10) O=C1C(=O)N(CCCCn2cc(-c3ccccc3)nn2)c2ccc(Cl)cc21
(11) Cc1ccc2nc(Sc3sc(N)nc3C)n(Cc3ccccc3)c(=O)c2c1
(12) COCCNC(=O)Nc1ccc2nc(-c3cccs3)c(-c3cccs3)nc2c1

compound no.	7	8	9	10	11	12
U251	-44*	96	104	95	88	97
786-0	-57*	77	105	104	95	97
TK-10	137	127	111	114	130	104
SF-295	35	77	100	108	78	79
UO-31	30	90	98	62	65	74
SF-268	61	97	106	104	89	102
SN12C	81	115	100	111	98	95
CAKI-1	11	82	100	93	86	90

(13) CCN(CC)C(=O)CCCCCn1c2ccccc2c2c3c(c4c5ccccc5[nH]c4c21)C(=O)N(O)C3=O
(14) CCOC(=O)CCCOc1ccc(/C=C2\CC/C(=C\c3ccc(OCCCC(=O)OCC)cc3)C2=O)cc1
(15) CC(N)c1nnnn1-c1ccc(Br)cc1 (stereo not given)
(16) C/C=C/C1=CN2C(=O)c3cc(OC4OC(C)C(NC)C(C)(O)C4O)c(C)cc3N=C[C@@H]2C1 (stereo not given in full)
(17) Oc1ccc(CSc2nnc(-c3ccc(Cl)cc3)n2-c2ccccc2)c2cccnc12
(18) COc1cc(NCCC2CCCCN2)c2ncccc2c1OC (stereo not given)

compound no.	13	14	15	16	17	18
U251	10	x	101	9.5*	3.3*	33
786-0	78	107	97	0.6*	44	90
TK-10	68	113	93	22	28	104
SF-295	63	x	91	-23*	4.6*	110
UO-31	-51*	90	87	-34*	0.7*	65
SF-268	52	111	100	-29*	31	93
SN12C	33	104	100	4.2*	33	82
CAKI-1	-59*	112	97	-8.2*	49	100

(19) Nc1c(C(=O)Nc2ccc(Cl)cc2)sc2nc(-c3cnccn3)cc(-c3cccs3)c12
(20) CS(=O)(=O)c1ccc(-n2nc(C(=O)NCc3ccccc3)cc2-c2ccc(Cl)cc2)cc1
(21) CCN(CC)CCCC(C#N)c1ccccc1 (stereo not given)
(22) CN1CCN(c2ccc(C(=O)/C=C/c3ccc(Cl)c(C(F)(F)F)c3)cc2)CC1
(23) CC/C=C\C[C@H](O)C/C=C1/C(=O)C(Cl)=C[C@@H]1C/C=C\CCCC(=O)OC
(24) CCS(=O)(=O)Oc1ccc(-c2cn3ccsc3n2)cc1

compound no.	19	20	21	22	23	24
U251	18	81	96	38	-76*	102
786-0	71	71	103	80	-41*	99
TK-10	118	104	98	102	-34*	112
SF-295	59	74	103	103	-20*	102
UO-31	68	57	88	50	-95*	97
SF-268	47	82	94	87	-35*	101
SN12C	67	81	105	49	-52*	104
CAKI-1	-6.4*	76	97	64	13	93

(25) Nc1ncnc(N)c1NC(=O)c1cc(Cl)c(OCc2ccccc2)c(Cl)c1
(26) Cc1ccc(Nn2c(SCC(=O)Nc3nc4ccccc4s3)nc(C)c2C)cc1
(27) O=C(O)c1cccc(S(=O)(=O)O)c1
(28) CCCN(CCC)CC(=O)Nc1cccc(Cl)c1C
(29) O=C1C=CC2(NN=C(c3ccccc3)N2c2cccc(Cl)c2)C(Cl)=C1 (stereo not given)
(30) CCOC(=O)c1c(-c2ccc(C)cc2)c(C#N)c(=O)n(-c2cccc(C(F)(F)F)c2)c1N

compound no.	25	26	27	28	29	30
U251	96	69	103&105	108	85	102
786-0	105	95	104&103	93	98	102
TK-10	102	101	92&98	93	100	112
SF-295	118	90	112&104	96	77	100
UO-31	107	64	96&71	91	51	82
SF-268	104	78	111&103	104	75	97
SN12C	109	86	100&99	97	84	95
CAKI-1	110	68	96&99	x	80	91

(31) CC(C)=C1C2CCC1C1C(=O)OC(=O)C21 (stereo not given)
(32) CC(=O)Nc1nccs1
(33) CN(C)c1ccc(-c2c(C#N)c(N)nn2C(=O)c2ccc(NC(=O)c3ccccn3)cc2)cc1
(34) CN(Cc1ccccc1)C(=O)C(=O)c1c[nH]c2ccccc12
(35) CCCSc1nc(NC2CC2)c(C#N)c(-c2ccc(OC)cc2)n1
(36) C=CCN1CC(=O)N(/N=C2\C(=O)Nc3ccccc32)C1=S

compound no.	31	32	33	34	35	36
U251	106	99	99	104	87	90
786-0	100	107	96	98	77	95
TK-10	100	100	110	105	106	102
SF-295	110	101	99	110	79	99
UO-31	103	85	81	76	94	67
SF-268	105	100	94	111	81	98
SN12C	91	97	101	99	92	87
CAKI-1	96	101	77	93	87	65

(37) CCCCn1c(-c2ccc(C(=O)O/N=C(\N)c3ccc4ccccc4c3)cc2)nc(-c2ccccc2)c1-c1ccccc1
(38) CCCCC/C(C)=C(\C#N)C(=O)NC(N)=S
(39) O=C1CNC(c2ccccc2Cl)N1O (stereo not given)
(40) Cn1c2ccccc2c2c3c(c4c5ccccc5[nH]c4c21)C(=O)N(N)C3=O
(41) Nc1cc2c(cc1Br)-c1c(C(=O)O)cccc1C2O (stereo not given)
(42) CCOc1cccc(/C=N/NC(=O)c2cccc(Nc3ccnc(C(F)(F)F)c3)c2)c1O

compound no.	37	38	39	40	41	42
U251	73	102	100	37	97	37
786-0	78	101	106	x	99	2.6*
TK-10	86	111	98	82	117	50
SF-295	81	104	110	27	118	30
UO-31	-24*	80	85	35	102	17
SF-268	49	105	109	46	115	27
SN12C	63	106	104	52	109	33
CAKI-1	32	97	94	31	x	18

(43) CCN(CC)C(=O)NCCCCCCNC(=O)N(CC)CC
(44) CCN1C(=S)N(CC)C2Nn3c(s/c(=C4\C(=O)N(C)c5ccccc54)c3=O)=NC21 (stereo not given)
(45) Cc1cc2ccccc2c(Br)c1C
(46) Cc1ccc(C2CC(c3cccc(Nc4ccncc4)c3)=NN2c2ccc(Cl)cc2)cc1 (stereo not given)
(47) COc1cc(/C=C/C(=O)c2cc(C(=O)c3ccc(Br)cc3)n3ccc(C)cc23)cc(OC)c1OC
(48) CCN(CC)S(=O)(=O)c1ccc(OC)c(N)c1

compound no.	43	44	45	46	47	48
U251	101[100 µM]	51	106	-52*	64	92
786-0	103[100 µM]	56	x	-88*	49	109
TK-10	94[100 µM]	97	108	-81*	107	104
SF-295	106[100 µM]	47	113	-86*	55	95
UO-31	94[100 µM]	37	x	-99*	85	81
SF-268	106[100 µM]	54	104	-72*	54	107
SN12C	101[100 µM]	51	103	-96*	77	100
CAKI-1	98[100 µM]	31	102	-95*	28	96

# Entries from the list above that contain a thiophene ring, fused or not, in the order listed:
(7) CN1CCc2c(sc3ncnc(N/N=C/c4ccc(Cl)c(Cl)c4)c23)C1
(12) COCCNC(=O)Nc1ccc2nc(-c3cccs3)c(-c3cccs3)nc2c1
(19) Nc1c(C(=O)Nc2ccc(Cl)cc2)sc2nc(-c3cnccn3)cc(-c3cccs3)c12

compound no.	7	12	19
U251	-44*	97	18
786-0	-57*	97	71
TK-10	137	104	118
SF-295	35	79	59
UO-31	30	74	68
SF-268	61	102	47
SN12C	81	95	67
CAKI-1	11	90	-6.4*

# (continued)
(49) Cc1ccc(C(=O)NN2C(=O)CSC2c2ccccc2Cl)cn1 (stereo not given)
(50) BrCc1cccc(C[P+](c2ccccc2)(c2ccccc2)c2ccccc2)c1
(51) O=C1CC(NCCO)C(=O)NN1 (stereo not given)
(52) CCCCOc1ccc(N2C(=O)C(C)CNC2=S)cc1 (stereo not given)
(53) O=C1OC(c2ccccc2)c2ccccc21 (stereo not given)
(54) c1ccc(-c2cc3c(ncn4nc(-c5cccnc5)nc34)o2)cc1

compound no.	49	50	51	52	53	54
U251	99	19	94	97	100	106
786-0	103	99	100	105	99	94
TK-10	130	91	93	101	94	104
SF-295	102	72	91	97	99	99
UO-31	67	71	82	91	80	98
SF-268	107	56	100	102	100	100
SN12C	105	58	104	104	103	102
CAKI-1	80	x	95	92	101	100

(55) NS(=O)(=O)Oc1ccc2nc(Nc3ccc(F)c(F)c3)ccc2c1
(56) COc1ccc(/C=C2/SC(N3CCN(c4ccccc4)CC3)=NC2=O)c(OC)c1OC
(57) N=C(N)c1ccc(-c2ccc(-c3cc(Cl)cc(Cl)c3)s2)cc1
(58) COc1cc(Nc2ncccc2C(=O)NCc2cn(Cc3cccc(Oc4ccccc4)c3)nn2)cc(OC)c1OC
(59) COc1ccc(-c2cc(-c3ccc(Cl)cc3)c(C#N)c(=O)n2CCCCCC(=O)O)cc1
(60) CS(=O)(=O)Nc1ccc(C(=O)N/N=C/c2cccc(O)c2)cc1

compound no.	55	56	57	58	59	60
U251	92	100	x	85	106	92
786-0	90	x	-73*	102	99	101
TK-10	118	111	-75*	101	110	107
SF-295	83	97	-87*	49	106	97
UO-31	73	67	-78*	48	84	83
SF-268	88	93	-66*	93	106	101
SN12C	88	91	-77*	77	104	103
CAKI-1	77	97	-90*	62	90	95

(61) CCOC(=O)c1c(C)nc2c(c1N)CC(=O)N2Cc1ccc(C)cc1
(62) CC(=O)/C(C)=C\C1=C(C)CCCC1(C)C
(63) O=C(OC1CCCC1)c1ccc(Cl)cc1Cl
(64) Cc1c(C(c2ccccc2)c2ccccc2)ccc(C(c2ccccc2)c2ccccc2)c1N
(65) COc1cc(C2c3cc(O)c(OC)cc3CC(C(=O)O)C2CO)ccc1O (stereo not given)
(66) O=C(CN1C(=O)NC2NC(=O)NC21)N/N=C/c1ccccc1[N+](=O)[O-] (stereo not given)

compound no.	61	62	63	64	65	66
U251	95	103	108	90	95	107
786-0	101	100	106	88	100	101
TK-10	122	103	123	98	98	116
SF-295	97	101	90	90	103	105
UO-31	76	92	76	80	78	88
SF-268	94	104	105	91	101	107
SN12C	96	99	99	89	99	105
CAKI-1	85	94	92	52	99	90

# The closing 4 records of the section before are carried over, then new ones follow.
(63) O=C(OC1CCCC1)c1ccc(Cl)cc1Cl
(64) Cc1c(C(c2ccccc2)c2ccccc2)ccc(C(c2ccccc2)c2ccccc2)c1N
(65) COc1cc(C2c3cc(O)c(OC)cc3CC(C(=O)O)C2CO)ccc1O (stereo not given)
(66) O=C(CN1C(=O)NC2NC(=O)NC21)N/N=C/c1ccccc1[N+](=O)[O-] (stereo not given)
(67) CCCCSc1nc(Nc2ccc(S(N)(=O)=O)cc2)c(C#N)c(-c2ccc(Cl)cc2)n1
(68) CCN(CC)C(C(=O)NN)c1ccccc1 (stereo not given)
(69) O=C1C2CC3CC(C2)CC1C3
(70) Nc1ncnc2c1C(c1ccc(F)cc1)c1sc3c(Br)cccc3c1O2 (stereo not given)
(71) N#C/C(=C/C=C/c1ccccc1)S(=O)c1ccccc1 (stereo not given)
(72) [O-]c1on[n+]2c1Cc1ccccc1C2
(73) COC(=O)c1ccc(C(=O)Nc2ccc(-c3cc(=O)c4c(OC)c(OC)c(OC)cc4o3)cc2)cc1
(74) N#CCc1ccc(Sc2ccccc2)cc1

compound no.	63	64	65	66	67	68	69	70	71	72	73	74
U251	108	90	95	107	-56*	100	99	93	-82*	114	98	94
786-0	106	88	100	101	23	96	93	98	-90*	104	107	95
TK-10	123	98	98	116	77	101	87	118	-90*	105	106	103
SF-295	90	90	103	105	8.2*	107	88	101	-29*	110	99	102
UO-31	76	80	78	88	15	89	82	66	-63*	83	85	82
SF-268	105	91	101	107	69	97	103	95	-31*	105	100	93
SN12C	99	89	99	105	-20*	100	94	100	-53*	92	88	98
CAKI-1	92	52	99	90	55	95	78	84	-26*	96	96	100
